Screens deposited in PubChem BioAssay by National Center for Advancing Translational Sciences (NCATS).
Epigenetic reg: derepresses silenced GFP reporter in murine cells | AID 1865 | Potency, µM (highest dose often 53.9 µM), inactives show at the highest dose GFP activation, most hits filed as activators | hit rate 0.2% among 280,000 | murine LDR cells, GFP reporter derepression, 30 h; note: potency is the fitted concentration of half-maximal effect; % of control where 0% means no effect; nearly all actives have a fitted effect of over 60% in size
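Readout is the number of GFP-expressing murine LDR cells, counted by cytometry following washing. Cells were treated with compound for 30 h at 37 C; the stably integrated CMV-GFP locus is normally silent.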
NPSR antag: blocks cAMP signaling of the human neuropeptide S receptor; Q6W5P4; CHO-NPSR cells, cAMP TR-FRET, antagonist mode; Potency, µM (doses to about 38.3 µM), inactives show top-dose activity change, negative = inhibition, actives largely listed as inhibitors; hit rate 1% among 220,000; AID 1461; note: potency is the fitted concentration of half-maximal effect; % is set by controls: 0 for no effect and ±100 for the full control effect; nearly all actives have a fitted effect of over 50% in size; many of its hits are not listed in these tables
Target sequence (Q6W5P4 whole entry, looked up): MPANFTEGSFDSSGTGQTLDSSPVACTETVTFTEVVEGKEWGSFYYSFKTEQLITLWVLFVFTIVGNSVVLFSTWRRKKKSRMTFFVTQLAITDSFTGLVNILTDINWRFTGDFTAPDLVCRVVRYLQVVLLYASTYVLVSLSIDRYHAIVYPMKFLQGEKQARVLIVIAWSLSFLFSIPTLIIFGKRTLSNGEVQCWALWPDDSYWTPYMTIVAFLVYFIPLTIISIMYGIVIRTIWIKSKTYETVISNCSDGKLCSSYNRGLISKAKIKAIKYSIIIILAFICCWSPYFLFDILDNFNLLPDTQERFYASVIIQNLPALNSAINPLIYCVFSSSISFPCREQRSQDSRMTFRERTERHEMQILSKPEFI
CBFb-RUNX1 inh: CBF-beta/RUNX1 interaction disruption. Q01196+Q13951. AlphaScreen CBFb-His/RUNX1-biotin binding, biochemical. Potency, µM (top dose mostly 59.8 µM), for the others: top-dose activity, negative = inhibition, hits mostly inhibitors. 230,000 tested, under 10 active. AID 1477; note: % of control where 0% means no effect
Target sequence (Q01196 whole entry, looked up): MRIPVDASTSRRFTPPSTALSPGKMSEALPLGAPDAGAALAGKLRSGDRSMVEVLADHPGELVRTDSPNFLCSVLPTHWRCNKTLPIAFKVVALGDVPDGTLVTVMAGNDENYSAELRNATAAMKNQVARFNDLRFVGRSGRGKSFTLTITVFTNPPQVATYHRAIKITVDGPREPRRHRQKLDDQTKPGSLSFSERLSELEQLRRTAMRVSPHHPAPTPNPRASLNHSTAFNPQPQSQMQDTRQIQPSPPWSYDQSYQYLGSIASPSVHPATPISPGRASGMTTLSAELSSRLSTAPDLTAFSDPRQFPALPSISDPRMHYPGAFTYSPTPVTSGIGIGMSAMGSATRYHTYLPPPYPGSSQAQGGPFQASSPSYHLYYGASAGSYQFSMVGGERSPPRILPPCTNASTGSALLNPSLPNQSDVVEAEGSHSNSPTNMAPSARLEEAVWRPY
Target sequence (Q13951 whole entry, looked up): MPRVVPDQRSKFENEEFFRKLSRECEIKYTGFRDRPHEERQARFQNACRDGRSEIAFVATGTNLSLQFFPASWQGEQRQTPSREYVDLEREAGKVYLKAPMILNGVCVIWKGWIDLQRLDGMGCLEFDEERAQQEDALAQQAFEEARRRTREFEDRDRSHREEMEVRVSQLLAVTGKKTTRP
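AlphaScreen proximity signal reports loss of binding between His-tagged CBF-beta and biotin-labelled RUNX1, each at 30 nM. Proteins are pre-associated for 20 minutes, compounds added for 15 minutes, then beads for 90 minutes, all at ambient temperature.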
KinaseGlo FLuc: blocks Kinase-Glo luciferase, a counter-screen artifact; Q27757; Kinase-Glo luciferase, ATP luminescence, 8 min; Potency, µM (titrated, usually from 38.3 µM), for the others: at the top dose activity change, negative = inhibition, most hits filed as inhibitors; hit rate 0.28% among 200,000; AID 1379; note: potency is the fitted concentration of half-maximal effect; % is set by controls: 0 for no effect and ±100 for the full control effect; nearly all actives have a fitted effect of over 60% in size
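Recombinant Kinase-Glo luciferase, 10 uM ATP (linear range), luciferin; imidazole pH 7.2 / KCl / MgCl2 / Tween / BSA buffer; 8 min RT; luminescence.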
LMNA splice mod: LMNA splicing modulation; AID 1487; hit rate 0.01% among 200,000; HeLa LMNA splicing GFP/RFP minigene ratio, 48 h; Potency, µM (doses to about 46.1 µM), without a hit: at the top dose ratio change, negative = inhibition, hits mostly inhibitors; active = well fitted inhibition curve with a large enough effect in the signal ratio, with a control signal flat, not every such curve was filed as active; inconclusive = small, poorly fitted or top-dose-only effect, or effect the other way, or a change in a side signal; the % refers to the signal ratio; note: potency is the fitted concentration of half-maximal effect; % is set by controls: 0 for no effect and ±100 for the full control effect
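S3 HeLa cells stably expressing lamin A-EGFP splicing minigene plus DsRed2, 600 cells/well, 48 h compound exposure at 37C. Laser-scanning cytometry; analysed as GFP (500-530 nm)/RFP (575-640 nm) total intensity ratio; 0.5% DMSO vehicle.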
HTT aggregate: reduces HttQ103-GFP aggregates in PC12 cells; PC12 HttQ103-GFP aggregates, Acumen cytometry, 40 h; Potency, µM (doses to about 46.1 µM), inactives show top-dose activity change, negative = inhibition, actives largely listed as inhibitors; hit rate 1.1% among 220,000; AID 1688; note: potency is the fitted concentration of half-maximal effect; % is set by controls: 0 for no effect and ±100 for the full control effect; nearly all actives have a fitted effect of over 60% in size
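Read-out: GFP aggregate count by laser scanning cytometer (488 nm excitation, 500-530 nm emission, 1–25 µm objects >6 SD above background). Cells: PC12, inducible HTTex1-Q103-GFP, 100 nM tebufenozide; compounds titrated.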
IMPase Li cell: IMPase inhibition in cells with lithium potentiation; CHO-M1 cells, IP1 TR-FRET (IP-One), carbachol + lithium; AID 1457; Potency, µM (series often up to 59.4 µM), without a hit: top-dose activity, negative = IMPase inhibition, usual class: inhibitors; hit rate 0.35% among 210,000;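 note: IP1 builds up when IMPase is blocked and the TR-FRET signal falls; potency is the fitted concentration of half-maximal effect; plate controls were basal vehicle for no effect and high inhibitor control for full effect; nearly all actives have a fitted effect of over 50% in size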
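CHO-M1, 2000 cells/well, 16–30 h culture; cpd + low Li+, 30 min 37C; lysis with d2-IP1/Eu-anti-IP1 Ab, 10 min RT; TR-FRET 665/620 ratio and 620 channel; AC50 via Hill.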
Active calls of the source: *; ? = inconclusive; . = no result given; [ ] = remark or other dose. Unless noted, calls come from the whole dose curve; as a rule, active = well fitted curve in the direction sought with a large enough effect; inconclusive = small, poorly fitted or top-dose-only effect, or another doubt; inactive = no such curve, though single readings can be large; an effect the other way counts as inactive or inconclusive. Not all compounds are listed; the hit share may differ from the screen's.

Structure | Epigenetic reg | NPSR antag | CBFb-RUNX1 inh | KinaseGlo FLuc | LMNA splice mod | HTT aggregate | IMPase Li cell
Cc1ccc(N(CC(=O)NCc2ccco2)C(=O)CCC(=O)Nc2nccs2)cc1 | 0.0% | 3% | 15% | . | . | 1%[9.22 µM] | .
COc1ccc(/C(O)=C2/C(=O)C(=O)N(CCCN(C)C)C2c2ccccc2)cc1Cl (configuration not stated) | -1.6% | 3%[46.1 µM] | 3% | 0% | 7% | 3% | -10%[38.3 µM]
O=C(COC(=O)c1ccccc1O)Nc1ncc(Cl)cc1Cl | -4.5% | -10% | -7% | -4% | -4%[46 µM] | -3% | -1%
O=c1[nH]c2cc3c(cc2cc1C(c1nnnn1CC1CCCO1)N1CCCCCC1)OCCO3 (configuration not stated) | 3.2% | -20%[46.1 µM] | 0% | 14% | -12% | ? | 28%[38.3 µM]
Cc1cccc(C)c1NC(=S)NNc1ncc(C(F)(F)F)cc1Cl | 0.1% | -2%[46.1 µM] | -6% | -3% | 7% | -16% | 23%[38.3 µM]
Cc1cnc(Nc2nc3ccccc3o2)nc1C(=O)Nc1cccc(C(F)(F)F)c1 | ? | 8%[7.67 µM] | 9% | 0% | -12% | -10% | 5%[38.3 µM]
O=C(c1ccccc1F)N1CCN(c2ccc([N+](=O)[O-])c(NCC3CCCO3)c2)CC1 (configuration not stated) | -0.6% | -44% | -20% | -1% | ? | -27% | 12%
NC(C(=O)O)c1cc(O)cc(O)c1 (configuration not stated) | 0.0% | . | ? | . | . | . | -12%
O=C1CN(C(=O)CNCc2cccc(Cl)c2)c2ccccc2N1 | -1.6% | -21% | -1% | . | . | -4%[9.22 µM] | .
COc1ccc(OCCC(=O)N2CCCCC2)cc1 | 1.1% | 0%[46.1 µM] | 12% | 0% | 7% | -7% | 23%[38.3 µM]
Cn1cccc1Cc1nnc(SCC(=O)N2CCc3ccccc32)n1-c1ccc(F)cc1 | 0.0% | -10% | -19% | 0% | -1% | 16% | 11%
COC(=O)c1c(-c2ccc(F)cc2)csc1NC(=O)C1CCCO1 (configuration not stated) | -4.4% | ? | -7% | 0% | . | ? | 17%
CCc1nc(SCc2ccccn2)[nH]c(=O)c1C | 0.0% | -27% | -11% | 2% | ? | 1%[9.22 µM] | 5%
COc1cc(C(O)c2nc3ccccc3n2C)cc(OC)c1OC (configuration not stated) | -1.2% | -7%[46.1 µM] | 0% | -1% | 2% | -12% | 2%[38.3 µM]
O=C(CN1C(=O)/C(=C/c2ccccc2)SC1=S)Nc1ncc(Cc2ccccc2)s1 | 0.2% | -22%[46.1 µM] | -8% | 11% | 1% | -5% | 17%[38.3 µM]
COc1ccccc1NC(=S)NNC(=O)c1c(Cl)c(C)nn1C | 7.5% | -21%[46.1 µM] | -6% | 1% | 14% | -23% | -10%[38.3 µM]
CCOC(=O)c1[nH]c(C)c(C(=O)OCC(=O)N2CCCCC2C)c1C (configuration not stated) | 4.8% | -9%[46.1 µM] | 0% | -5% | 12% | 2% | 57%[activator][38.3 µM]
O=C1CCCN1CC(O)CS(=O)(=O)c1ccc(Cl)cc1 (configuration not stated) | -1.2% | 1%[46.1 µM] | 4% | 2% | 7% | 5% | 0%[38.3 µM]
Cc1nn(-c2ccccc2)c2c1C1(C(=O)N3c4c(cccc41)C(C)CC3(C)C)C(C#N)=C(N)O2 (configuration not stated) | 1.6% | -13%[46.1 µM] | -20% | -6% | -8% | ? | 48%[activator][38.3 µM]
O=C(/C=C/c1ccc(Cl)cc1)NC(=S)Nc1ccc(N2CCOCC2)c(Cl)c1 | -0.9% | 2%[46.1 µM] | -10% | . | -11% | 19% | .
CCOC(=O)C1CCN(C(=O)COc2ccc([N+](=O)[O-])cc2)CC1 | 0.0% | 12% | -1% | -3% | . | 3% | 5%
COc1ccc2nc(NCc3ccccc3)[nH]c2c1 | -1.0% | -2%[46.1 µM] | -2% | -1% | -25% | -14% | 20%[38.3 µM]
O=C(O)Cc1ccc2oc(-c3cccnc3)nc2c1 | 0.0% | -3% | 11% | -1% | . | 24% | 3%
Cc1nn(C)c(Cl)c1CN1CCC(CO)(CCOc2ccccc2)CC1 | 0.0% | -12% | 3% | -1% | . | 19%[9.22 µM] | 22%
CCOC(=O)Cc1c(C)nc2cc(-c3ccc(Cl)cc3)[nH]n2c1=O | -0.9% | -10%[46.1 µM] | 2% | 1% | -13% | -13% | -7%[38.3 µM]
CS(=O)(=O)N(Cc1ccccc1)c1ccccc1C(=O)Nc1ccccc1C(=O)NCc1ccco1 | -2.5% | -18%[46.1 µM] | -10% | -2% | 7% | 5% | 24%[38.3 µM]
Fc1ccc(N2CCN(C(c3cccs3)c3nnnn3CCc3ccccc3)CC2)cc1 (configuration not stated) | -2.0% | -13%[46.1 µM] | -9% | 2% | ? | -21% | 3%
CC(=O)Nc1cccc2ncccc12 | 1.0% | 13% | 5% | 1% | -4% | -22% | -5%
CCc1cccc(NC(=O)c2cc(S(=O)(=O)N(C)C)ccc2N2CCCC2)c1 | -0.2% | -16% | 7% | 2% | -24%[46 µM] | -21% | 9%
COc1ccc(CSc2nncn2N)cc1[N+](=O)[O-] | -1.0% | 13% | 5% | -1% | -10% | 7% | -7%
Cc1ccc(C2=NN(C(=O)COc3ncnc4ccccc34)C(c3ccco3)C2)cc1 (configuration not stated) | 7.7% | -17% | 9% | 7% | -15%[46 µM] | 11% | 0%
O=C(CNC(=O)c1ccc([N+](=O)[O-])cc1)c1ccccc1 | -1.1% | -5%[46.1 µM] | 1% | -3% | 5% | 5% | 6%[38.3 µM]
Cc1ccccc1SCCNC(=O)c1ccccc1Br | -1.4% | -11% | 5% | 2% | 16%[46 µM] | -3% | 11%
Cc1ccc(C(=O)N2CCn3c(C)ccc3C2C)cc1 (configuration not stated) | 4.3% | -25% | -13% | 0% | 16%[46 µM] | 6% | 17%
N=c1c2ccccc2nnn1-c1ccc(C(F)(F)F)cc1 | -1.1% | 7% | 8% | 0% | . | -12% | 22%
CCC(C(=O)NC1CCCC1)N(C(=O)Cn1nnc(-c2ccc(C)o2)n1)c1cnc2ccccc2c1 (configuration not stated) | -2.9% | -22%[46.1 µM] | 0% | -3% | 7% | 13% | -4%[38.3 µM]
CC(C)Oc1ccc(CNC(=O)CC(c2ccccc2)c2cc(Cl)ccc2O)cc1 (configuration not stated) | -1.7% | ? | -2% | -1% | ? | ? | 8%[38.3 µM]
CC1(C(=O)NC(=S)N(CCC#N)c2ccccc2)CC1(Cl)Cl (configuration not stated) | 0.1% | 7%[46.1 µM] | -2% | 19% | 20% | 13% | 21%[38.3 µM]
C(=C1/CCCC2=C1Nc1ncnn1C2c1ccccc1)/c1ccccc1 (configuration not stated) | -0.9% | ? | -4% | -1% | ? | 21% | -17%[38.3 µM]
O=C(N/N=C/c1coc2ccccc2c1=O)c1cccc([N+](=O)[O-])c1 | -1.5% | 6% | -5% | -1% | -6%[46 µM] | -19% | -2%
CCc1cc2c(=O)c(-c3ccc(F)cc3)c(C(F)(F)F)oc2cc1OCC(=O)O | 4.5% | -5% | 1% | 1% | 2%[46 µM] | 26% | -3%
CC(C)n1c2ccccc2c2nnc(SCC(=O)OCN3C(=O)c4ccccc4C3=O)nc21 | ? | -14%[46.1 µM] | -4% | . | 7% | 6% | .
COc1ccc(CNC(=O)C2CC(c3ccccc3C(F)(F)F)=NO2)cc1 (configuration not stated) | -1.1% | 9% | 7% | . | . | 9%[9.22 µM] | .
COc1ccc(CNC(=O)C2CCN(c3nccs3)CC2)cc1 | -1.0% | -2%[46.1 µM] | 5% | 10% | -6% | -4% | -8%[38.3 µM]
CN1CCN(/N=C/c2cccc(Cl)c2Cl)CC1 | 0.0% | 15%[46.1 µM] | -2% | . | -7% | -9% | .
CC(C)CSc1n[nH]c(=S)s1 | -4.5% | 11% | 11% | 1% | . | 12% | 2%
CCN(CC)C(=O)Oc1ccc2c(=O)c(-c3ccc(OC)cc3)c(C)oc2c1 | 1.1% | ? | 4% | -7% | ? | -14% | -7%[38.3 µM]
CCCS(=O)(=O)Nc1c(C(=O)O)[nH]c2ccc(OC)cc12 | 0.0% | 5% | 5% | . | . | -14%[9.22 µM] | .
Cc1ccccc1C(=O)NNC(=S)NC(=O)c1cccnc1 | -0.9% | 0% | -19% | 3% | ? | -21% | -2%
COc1ccc(N(CC(=O)NCc2cccs2)S(=O)(=O)c2c(C)n[nH]c2C)cc1 | -0.9% | -3%[46.1 µM] | 0% | 2% | 10% | 1% | -10%[38.3 µM]
O=C(CC1CCCCC1)NCc1nc(-c2ccccc2)no1 | 0.1% | 6% | 3% | . | . | 12%[9.22 µM] | .
O=C(c1ccco1)N1CCN(c2ccc(Cl)cc2)CC1 | 3.2% | -11%[46.1 µM] | 0% | 0% | ? | 10% | 22%[38.3 µM]
Cn1ccnc1C(=O)C1CCCN(Cc2cn[nH]c2-c2ccc(-c3ccccc3)cc2)C1 (configuration not stated) | 3.2% | -20% | -3% | 1% | 2%[46 µM] | . | 6%
Cc1nc(Nc2ccc3c(c2)OCCO3)c2nnn(Cc3ccccc3Cl)c2n1 | 1.4% | -28%[46.1 µM] | 5% | -3% | ? | ? | -6%[38.3 µM]
O=C(CNCC1CCCO1)NCc1ccco1 (configuration not stated) | -1.1% | -29% | 0% | -2% | . | 3%[9.22 µM] | -4%
Cc1ccc(S(=O)(=O)N2CCOCC2)cc1C(=O)Nc1nc(-c2cccnc2)cs1 | -3.0% | 20%[46.1 µM] | 7% | -1% | 6% | -23% | 12%[38.3 µM]
O=C(Cn1ncc2c(=O)oc3ccccc3c21)NCC1COc2ccccc2O1 (configuration not stated) | -1.0% | -5%[46.1 µM] | -4% | -2% | 0% | -5% | 3%[38.3 µM]

Single records (already shown). Order of screens: Epigenetic reg	NPSR antag	CBFb-RUNX1 inh	KinaseGlo FLuc	LMNA splice mod	HTT aggregate	IMPase Li cell
O=C(c1ccco1)N1CCN(c2ccc(Cl)cc2)CC1 is listed with 3.2%	-11%[46.1 µM]	0%	0%	?	10%	22%[38.3 µM]
CN1CCN(/N=C/c2cccc(Cl)c2Cl)CC1 is listed with 0.0%	15%[46.1 µM]	-2%	.	-7%	-9%	.
O=C(CC1CCCCC1)NCc1nc(-c2ccccc2)no1 is listed with 0.1%	6%	3%	.	.	12%[9.22 µM]	.
